CHT inh: inhibitors of human choline transporter CHT; CHT-expressing cells, membrane potential dye, choline response; active compounds read low; High affinity choline transporter 1 (Homo sapiens), Q9GZV3; B-score at 10 µM; hit rate 0.86% among 310,000;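 active means B-score over 3 SD under the library average, and starting fluorescence ratio not unusually high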;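 further: choline stimulus applied at its EC90 after an EC20 pre-addition; B-score computed on integrated fluorescence ratio after choline addition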
Target sequence (Q9GZV3 whole entry, looked up): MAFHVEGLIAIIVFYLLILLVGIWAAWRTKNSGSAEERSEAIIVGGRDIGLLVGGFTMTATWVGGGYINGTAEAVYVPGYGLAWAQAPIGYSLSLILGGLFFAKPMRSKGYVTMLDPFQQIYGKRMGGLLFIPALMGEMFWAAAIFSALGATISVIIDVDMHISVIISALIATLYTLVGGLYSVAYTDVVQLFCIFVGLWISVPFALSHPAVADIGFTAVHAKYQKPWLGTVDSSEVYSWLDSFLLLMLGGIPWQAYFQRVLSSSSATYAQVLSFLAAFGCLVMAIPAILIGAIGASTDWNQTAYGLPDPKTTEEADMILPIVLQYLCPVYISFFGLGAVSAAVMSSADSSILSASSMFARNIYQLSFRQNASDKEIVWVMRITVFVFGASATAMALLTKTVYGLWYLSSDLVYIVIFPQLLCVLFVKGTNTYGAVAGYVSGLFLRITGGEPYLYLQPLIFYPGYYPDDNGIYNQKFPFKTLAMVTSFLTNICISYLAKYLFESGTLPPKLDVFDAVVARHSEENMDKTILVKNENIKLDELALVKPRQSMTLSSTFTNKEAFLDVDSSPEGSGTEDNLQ
CHT allo act: CHT positive allosteric modulators, primary screen, cell-based, membrane potential dye, choline EC20; CHT-expressing cells; active compounds read high; LV-AA mutant CHT in HEK293 cells; B-score at 10 µM; hit rate 0.49% among 310,000; AID 488977, 2010;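 active means initial fluorescence not abnormally high and integrated response B-score, plate-corrected, over 3 SD above library mean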
Numbers without * were called inactive; i = inactive.

SMILES	CHT inh	CHT allo act
O=C(NC1CCCC1)C1CCCN1C(=O)Nc1ccccc1Cl (configuration not stated)	i	i
NS(=O)(=O)c1ccc(CCNC(=O)c2cc(-c3ccccc3)nc3ccccc23)cc1	i	i
COc1cccc(NC(=O)c2cc3c(=O)n4ccccc4nc3n(CC(C)C)c2=N)c1	i	i
O=C(CCc1ccccc1)NNC(=O)c1ccccc1F	i	i
CC(C)CN(C(=O)CSc1nnc2ccccn12)c1c(N)n(CC(C)C)c(=O)[nH]c1=O	i	i
NC(=O)CC(NC(=O)OCc1ccccc1)C(=O)O (configuration not stated)	i	i
C=CCN1C(=O)c2ccccc2Sc2ccc(C(=O)NCCC)cc21	i	i
COC(=O)c1nnn(CC(=O)Nc2cccc(Cl)c2C)c1C(=O)OC	i	i
COCCNC(=O)Cn1cc(C(=O)c2ccco2)c2ccccc21	i	i
O=C(Cn1cnc2c(nnn2Cc2ccc(F)cc2)c1=O)OCc1ccccc1	i	i
Oc1cccc(C(O)CNCc2ccc(OCc3ccc(Cl)cc3Cl)cc2)c1 (configuration not stated)	-5.6*	i
O=C(NCCc1ccccc1)C1CCN(S(=O)(=O)c2cccs2)CC1	i	i
O=C(Nc1ccc(N2CCN(c3ccccc3)CC2)c(F)c1)C1CC1	i	i
Clc1ccc(CNc2ccc(N3CCN(Cc4ccccc4)CC3)cc2)cc1	i	i
Cc1cc(C)cc(NC(=S)NCCc2c[nH]c3ccccc23)c1	i	i
O=C(NCCn1cc(SCC(=O)N2CCOCC2)c2ccccc21)c1c(F)cccc1F	i	i
CCN1C(=O)[C@H]2[C@H]3[C@H](O)[C@H](O)C/C(=N\OC[C@@H](C)[C@H](OCc4ccccc4)C(C)C)[C@@H]3CC[C@H]2C1=O	i	i
CNC(=S)Nc1cc(OC)ccc1OC	i	i
O=c1[nH]c(=O)n(-c2cc(Br)c(O)c(Br)c2)cc1Br	i	i
O=C(Nc1ccc(F)cc1)/C(=C1/CCCCCN1)[N+](=O)[O-]	i	i
CN(C)S(=O)(=O)Nc1ccc(Br)cc1F	i	i
O=C(NCCc1ccccc1)c1cccc(S(=O)(=O)NCc2ccccc2)c1	i	i
Cc1cccc(CSc2nnc(-c3cccs3)n2Cc2ccco2)c1	i	i
O=c1c(-c2cccc(Cl)c2)c[nH]n1-c1ccccc1	i	i
CCOc1ccc(S(=O)(=O)NCCC(=O)NCC2(N3CCCCC3)CCCCC2)cc1	i	i
Cc1cc(C)c(S(C)(=O)=O)c(S(=O)(=O)c2ccc(Cl)cc2)n1	i	i
CCOC(=O)N1CCN(S(=O)(=O)N2CCCC(C(=O)NCc3ccccc3Cl)C2)CC1 (configuration not stated)	i	i
O=C(NCCc1ccccc1)C1CCCN(c2nc3ccccc3s2)C1 (configuration not stated)	i	i
CCCc1nnc(NC(=O)C2CCCO2)s1 (configuration not stated)	i	i
Cc1onc(-c2ccccc2)c1C(=O)Nc1ccc(S(=O)(=O)NC(C)(C)C)cc1	i	i
CC(C)c1ccc(C2C3CSCC=C3C(C#N)=C(N)C2(C#N)C#N)cc1 (configuration not stated)	i	i
Cc1nc2sc3c(c2c(=O)n1NC(=O)CCl)CCCC3	i	i
Cc1cc(C(=O)NC2CC(C)(C)Cc3c2cnn3-c2ccccc2C)c(C)o1 (configuration not stated)	i	i
COc1ccc(/C=N/NC(=O)c2ccc(COc3ccccc3Cl)o2)c(OC)c1C	i	i
CCc1ccc(NC(=O)CCN2C(=O)c3cccnc3C2=O)cc1	i	i
COc1ccc(C(=O)CSc2ncn[nH]2)cc1OC	i	i
O=C(Nc1ccccc1)c1ccc(=O)[nH]n1	i	i
CC(=O)N1CCOc2ccc(S(=O)(=O)N3CCC(C(=O)Nc4ccc(C)cc4C)CC3)cc21	i	i
Cc1ccccc1C(=O)OCCCN=C1NS(=O)(=O)c2ccccc21	i	i
O=S(=O)(c1ccccc1)N1CCN=C1SCc1ccc(Cl)cc1	i	i
O=C1CC(C2CCCO2)C(=O)N1c1ccccc1 (configuration not stated)	i	i
COc1ccc(NC(=O)N2CCCC(c3nc(-c4ccc(OC)cc4)no3)C2)cc1 (configuration not stated)	i	i
S=C(NCCc1ccccc1)N/N=C/c1ccccc1Cl	i	i
CN(Cc1ccon1)C(=O)CCc1nnc(Cc2ccc(-c3ccccc3)cc2)o1	i	i
O=S(=O)(NCc1ccco1)c1cccc2cccnc12	i	i
Cc1cccc(C(=O)OC(C)C(=O)Nc2ccc(S(=O)(=O)N3CCCC3)cc2)c1O (configuration not stated)	i	i
CSCCC(NC(=O)COc1ccccc1)C(=O)OCC(=O)c1ccccc1 (configuration not stated)	i	i
Cc1ccc(S(=O)(=O)N2CCN(C(=O)c3nn(C(C)C)c(=O)c4ccccc34)CC2)cc1C	i	i
CCOC(=O)c1c(NC(=O)COC(=O)C2CC2C)sc(C)c1C (configuration not stated)	i	i
CCN(CC)Cc1c(NC(=O)c2ccccc2)sc(C)c1C	i	i
C/C(=N/NC(=O)c1ccc2c(c1)OCO2)c1ccc(NC(=O)C(F)(F)F)cc1	i	i
Cc1c(C(C)C)c(=O)n(-c2ccc(S(=O)(=O)NCc3ccccc3)cc2)n1C	i	i
O=C(Nc1ccccc1)Nc1ccc(Nc2ccccc2)cc1	i	i
COc1ccc(NC(=O)CN2CCN(S(=O)(=O)N3CCCCCC3)CC2)cc1	i	i
COc1cc2[nH]c(C(=O)N(C)Cc3ccccc3)cc2c(OC)c1OC	i	i
COc1ccc(S(=O)(=O)Nc2ccc(N3CCOCC3)cc2)cc1	i	i
CCOc1ccc(C(=O)NCc2ccncc2)cc1OCC	i	i
O=C(N/N=C/c1ccccc1[N+](=O)[O-])c1ccc(COc2ccccc2-c2ccccc2)cc1	i	i
Cc1cc(C)n(CCC(=O)N2CCCC(Nc3ccc(F)cc3)C2)n1 (configuration not stated)	i	i
O=C(O)CSc1nnc(NC(=O)CN2CCOCC2)s1	i	i

Next part:
SMILES	CHT inh	CHT allo act
CCN(CC(=O)Nc1ccc(NC(C)=O)cc1)C(=O)c1ccc(=O)[nH]c1	i	i
O=C1CN(c2ccccc2F)C(=O)CN1c1ccccc1F	i	i
CCCc1nn2c(=O)cc(CSCC(=O)Nc3nnc(CC)s3)nc2s1	i	i
C[C@@]12C(=O)N(c3cccc(F)c3)C(=O)N1[C@H](c1ccc(F)cc1)[C@@H]1C(=O)N(C3CCCCC3)C(=O)[C@@H]12	i	i
O=C(CCS(=O)(=O)c1ccccc1Cl)NCCC1=CCCCC1	i	i
O=C(CSc1nc2sc3c(c2c(=O)n1-c1ccccc1)CCCC3)N/N=C/c1ccccc1C(=O)O	i	i
COC(=O)c1ccccc1NC(=O)N1c2ccccc2Sc2ccccc21	i	i
Cc1ccc(Cl)cc1-n1c(SCC(=O)NCCC2=CCCCC2)nc2n[nH]c(C)c2c1=N	i	i
CCCC12CN3CCN(CC(C3)/C1=N\NC(=O)Nc1ccccc1)C2	i	i
Cc1cc(NC(=O)CCN2CCN(Cc3ccccc3)CC2)ccc1Br	i	i
Cc1cc(C(=O)N2CCN(C(=O)c3ccco3)CC2)ccc1[N+](=O)[O-]	i	i
O=C(Cc1ccccc1F)NC1CCCN(Cc2ccc(Cl)cc2)C1 (configuration not stated)	i	i
Cc1cccc(C(=O)Nc2ccccc2C(=O)OCc2c(C)noc2C)c1	i	i
COc1ccc(OC)c(CNC(=O)CCSCc2ccc(F)cc2Cl)c1	i	i
Cc1ccc2c(c1)c1c(n2C)C(=O)CCC1	i	i
CN(Cc1cn(-c2ccccc2)nc1-c1cc2ccccc2o1)C(=O)CCC(=O)O	i	i
COc1cc(C(=O)OCC(=O)Nc2ccc(SC(F)F)cc2)cc(OC)c1OC	i	i
CCCNC(=O)c1cc(S(=O)(=O)N2CCCCC2)ccc1N1CCOCC1	i	i
CCn1c(=O)c2sccc2n(Cc2ccccc2)c1=O	i	i
N/C(=N\S(=O)(=O)c1ccccc1)c1ccc([N+](=O)[O-])cc1	i	i
COc1cccc2c1OC1(C)CC2NC(=O)N1c1cccc(C(=O)N2CCN(c3ccccn3)CC2)c1 (configuration not stated)	i	i
COc1ccccc1C1CC(c2ccc(Cl)cc2)Nc2nc(N)nn21 (configuration not stated)	i	i
Cc1ccn2cc(-c3cccc(S(=O)(=O)N4CCCCC4)c3)nc2c1	i	i
O=C(O)C1C2C=CC(C2)C1C(=O)Nc1cccc(F)c1 (configuration not stated)	i	i
COc1ccc(CCNC(=O)C2CCC(C(C)(C)C)CC2)cc1OC (configuration not stated)	i	i
COc1ccc(CC(=O)c2ccc(OC)c(OC)c2)cc1	i	i
O=C1C=CC(=O)N1c1ccc(N2CCCCC2)cc1	i	i
OC(CN1CCc2ccccc2C1)c1ccccc1 (configuration not stated)	i	i
COc1ccc(NC(=S)Nc2cccc(C(F)(F)F)c2)c(C)c1	i	i
COc1ccc(Br)cc1S(=O)(=O)NNC(=O)c1c(C)nc2ccccn12	i	i
COc1ccc(OC)c(C2C3CN(C(C)C)CC=C3C(C#N)=C(N)C2(C#N)C#N)c1 (configuration not stated)	i	i
Nc1c(C(=O)Nc2ccc(Br)cc2)sc2nc(-c3ccco3)ccc12	i	i
CC(C)N1C(=O)C2C(C(=O)NC3CCCCC3)C3C=CC2(O3)C1C(=O)NC1CCCCC1 (configuration not stated)	i	i
CCOc1ccc(C(=O)Nc2ccc(-c3cc4ccccc4oc3=O)c(C)c2)cc1[N+](=O)[O-]	i	i
CN(C)CCCCCCCCCCC(=O)/C=N/O	i	i
O=C(CCl)N(C1CCCC1)C1CCS(=O)(=O)C1 (configuration not stated)	-5.1*	i
Cc1ccc(C(=O)OCC(=O)c2c[nH]c3ccccc23)cc1NC(=O)c1ccco1	i	i
CN(CCc1ccccn1)S(=O)(=O)c1ccc2c3c(cccc13)C(=O)N2	i	i
Cc1ccc(S(=O)(=O)N2CCC(C(=O)NCCCOC(C)C)CC2)cc1	i	i
COc1cc(C)c(NC(=O)C(=S)NCCc2ccccc2)cc1C	i	i
CC(C)c1cc(-c2cc(-c3ccccc3)on2)nc(NC2CCCC2)n1	i	i
O=C(Cc1cccc2ccccc12)Nc1nc(-c2cccc([N+](=O)[O-])c2)cs1	i	i
O=C(c1ccc([N+](=O)[O-])s1)N1CCN(c2ccccc2)CC1	i	i
CCN(CC)C(=O)N1CCc2ccccc21	i	i
Cc1ccc(S(=O)(=O)Nc2nc3ccc(S(C)(=O)=O)cc3s2)cc1	i	i
Cc1ccc2c(c1)NC(=O)c1cccc([N+](=O)[O-])c1CO2	i	i
Cc1sc2ncn(CC(=O)NCC(=O)N3CCN(c4ccc(F)cc4)CC3)c(=O)c2c1C	i	i
CCC(Sc1ncnc2c1c(-c1ccccc1)cn2-c1ccc(OC)cc1)C(=O)OC (configuration not stated)	i	i
COc1ccc(NC(=O)c2cc(S(=O)(=O)Nc3ccc(OC)cc3)cs2)cc1	i	i
O=C(NCCN1CCOCC1)c1cc(-c2ccc(Cl)s2)nc2ccccc12	i	i
CSc1ncccc1C(=O)OCC(=O)NC(N)=O	i	i
O=S(=O)(/N=C(/Nc1ccc(Cl)c(S(=O)(=O)N2CCOCC2)c1)c1ccc(F)cc1)c1ccccc1	i	i
COc1ccc(N2CCN(S(=O)(=O)CC34CCC(CC3=O)C4(C)C)CC2)cc1 (configuration not stated)	i	i
O=C(O)c1ccccc1C(=O)c1ccc2c(c1)CCC2	i	i
CCc1nn(CCCC(=O)N2CCc3ccccc3C2)c(=O)c2cc3occc3n12	-5.7*	i
CCc1ccccc1NC(=O)C1CCCN(c2nn3c(=O)cc(C)nc3s2)C1 (configuration not stated)	i	i
CC(C)Oc1ccccc1OCCCCn1cnc2ccccc2c1=O	i	i
COc1cccc(/C=C2\SC(N3CCCC(C)C3)=NC2=O)c1OC (configuration not stated)	i	i
CCSc1nc2sc3c(c2c(=O)[nH]1)CC(C)(CC)OC3 (configuration not stated)	i	i
CC(=O)NS(=O)(=O)c1ccc(NC(=O)CSc2ccc(Cl)cc2)cc1	i	i

Going on with the list.
SMILES	CHT inh	CHT allo act
COc1cccc(S(=O)(=O)N2CCOCC2)c1	i	i
COc1ccc(Cc2nnc(Nc3ccccc3OC)[nH]c2=O)cc1	i	i
O=c1sc2ccccc2c(N2CCCC2)c1[N+](=O)[O-]	i	i
O=c1c2sccc2n(Cc2cccc(F)c2)c(=O)n1-c1ccc(F)cc1	i	i
CCN(CC)S(=O)(=O)c1ccc(NC(=O)Nc2cccc(C(F)(F)F)c2)cc1	i	i
Cc1cc(S(=O)(=O)Nc2cccc(O)c2)c(C)s1	i	i

Screens from PubChem BioAssay.
